Assay outcomes from PubChem BioAssay.
MITF primary = blocks human microphthalmia-associated transcription factor; inhibition, % at 2.6 µM; AID 1259374; AlphaScreen MITF homodimerization, bead proximity signal; O75030; 0.91% of 650,000 active; in the data active = inhibition above about 50%;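 also: 0% = vehicle wells with protein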
Target sequence (O75030 whole entry, looked up): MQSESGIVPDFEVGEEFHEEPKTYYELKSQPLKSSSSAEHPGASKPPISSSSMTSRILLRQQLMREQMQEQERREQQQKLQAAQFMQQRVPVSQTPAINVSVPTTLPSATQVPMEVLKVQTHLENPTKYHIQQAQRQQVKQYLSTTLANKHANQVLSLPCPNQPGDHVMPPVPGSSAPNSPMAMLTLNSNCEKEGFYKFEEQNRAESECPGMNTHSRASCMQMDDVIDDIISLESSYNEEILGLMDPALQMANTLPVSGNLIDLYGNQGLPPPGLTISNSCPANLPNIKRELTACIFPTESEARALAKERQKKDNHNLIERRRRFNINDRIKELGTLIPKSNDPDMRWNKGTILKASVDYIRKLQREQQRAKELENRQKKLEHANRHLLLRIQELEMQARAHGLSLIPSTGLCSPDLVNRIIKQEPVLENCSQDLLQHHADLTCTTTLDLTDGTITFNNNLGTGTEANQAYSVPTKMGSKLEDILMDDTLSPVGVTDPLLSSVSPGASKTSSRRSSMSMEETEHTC
FBW7 activator = activators of human E3 ligase FBW7; Q969H0; AlphaScreen FBW7–phospho-cyclin E peptide binding, activator screen; normalized activity (activation), % at 26.1 µM; 0.13% of 650,000 active; AID 1259310; in the data active = normalized activity above about 1.9%;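 also: purified mutant Fbw7 with reduced substrate affinity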
GPR151 ag = human GPR151 activation | Q8TDV0 | 1% of 650,000 active | activation, % at 11.2 µM | PathHunter beta-arrestin GPR151 cells, luminescence; in the data active = activation above about 4.9%;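 also: 0% = median of compound wells and 100% = cells with positive control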
Target sequence (Q8TDV0 whole entry, looked up): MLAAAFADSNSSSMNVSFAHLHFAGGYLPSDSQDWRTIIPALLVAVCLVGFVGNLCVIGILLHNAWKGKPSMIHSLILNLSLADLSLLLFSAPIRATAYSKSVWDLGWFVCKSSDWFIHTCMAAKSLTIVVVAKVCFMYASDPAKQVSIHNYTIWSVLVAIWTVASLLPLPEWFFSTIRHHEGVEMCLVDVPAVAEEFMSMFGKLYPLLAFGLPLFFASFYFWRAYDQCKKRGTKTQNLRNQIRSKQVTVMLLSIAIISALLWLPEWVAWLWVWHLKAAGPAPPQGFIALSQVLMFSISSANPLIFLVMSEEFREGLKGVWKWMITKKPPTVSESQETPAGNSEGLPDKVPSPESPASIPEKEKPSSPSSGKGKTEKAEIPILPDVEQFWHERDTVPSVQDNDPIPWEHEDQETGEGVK
TEAD-YAP block = TEAD-YAP interaction inhibition | inhibition, % at 9.12 µM | 1.4% of 640,000 active | HEK-TIYL cells, TEAD-Gal4/YAP UAS-luciferase luminescence; in the data active = inhibition above about 32%;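 also: 0% = median of test compound wells and 100% = reference inhibitor wells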
An asterisk follows results filed as active. No enrichment for hits; overall some 3.4% were active at least once.

The line under a structure holds: GPR151 ag	MITF primary	FBW7 activator	TEAD-YAP block
CC(=O)c1ccc(C(=O)N(Cc2ccncc2)c2nc3c(C)c(C)ccc3s2)cc1
 : 0.6	-11.7	-0.2	1.1
CCOC(=O)c1ccc(COC(=O)c2cccc([N+](=O)[O-])c2)cc1
 : -0.2	10.7	0.1	7.0
COCC(C)NC(=O)/C(C)=C/c1ccccc1 (stereo unspecified)
 : -1.4	-10.3	0.1	-21.6
COc1cccc(OC)c1C(=O)Nc1ccc(Cl)cc1Cl
 : 2.1	-3.1	-0.1	4.8
COc1cccc(N=CC2=C(O)CC(C)(C)CC2=O)c1
 : -0.7	-4.2	0.1	7.1
CC(=O)Oc1cn(C(C)C)c2nc(C)n3c(=O)c4ccccc4nc3c12
 : -2.4	12.0	0.0	-16.6
CCOC(=O)C1=C(C)N=c2s/c(=C\c3cc(C)n(-c4ccc(C)cc4)c3C)c(=O)n2C1c1ccc2c(c1)OCO2 (stereo unspecified)
 : -0.9	4.0	0.1	-2.5
Cc1[nH]nc(SCC(=O)N(C)c2ccccc2)c1[N+](=O)[O-]
 : -1.3	3.6	0.0	-3.9
COc1ccc(/C=N/N(C)c2ccc([N+](=O)[O-])cc2[N+](=O)[O-])cc1OC
 : -0.1	26.4	-0.1	-15.3
CCn1c(NC(=O)c2ccc(F)cc2)c2ccccc2nc1=O
 : 3.1	-2.3	-0.1	4.6
Cc1ccc(C(=O)C2CCN(C(=O)/C=C/C(=O)O)CC2)cc1
 : -0.4	10.8	0.4	4.8
COc1ccc(-c2c(Nc3cccc(Cl)c3)c(=O)c2=O)cc1
 : -0.2	-3.3	-0.2	-25.0
O=C(COC(=O)C1CCCCC1)Nc1ncc(C(F)(F)F)cc1Cl
 : 0.3	7.8	0.0	3.6
Cc1nc2cc(-c3cccs3)nn2c(N2CCN(C(=O)c3ccco3)CC2)c1C
 : 1.3	10.1	-0.2	8.3
O=C(CSc1nc2[nH]ncc2c(=O)n1-c1ccc(F)c(Cl)c1)Nc1ccc2c(c1)OCCO2
 : 0.8	4.5	0.1	25.9
COc1ccc(C2C(C(=O)Nc3nc4ccccc4s3)=C(C)NC3=C2C(=O)CC(C)(C)C3)cc1 (stereo unspecified)
 : -1.4	13.5	0.9	3.7
O=C(NC(NCCOC12CC3CC(CC(C3)C1)C2)(C(F)(F)F)C(F)(F)F)c1ccc(Cl)cc1
 : 0.8	-3.6	0.1	-9.7
Cc1csc(NC(=O)Nc2ccccc2)n1
 : 0.7	1.1	-0.1	-63.6
N#Cc1ccccc1NS(=O)(=O)c1ccc([N+](=O)[O-])cc1
 : -1.2	-2.2	0.8	-2.8
CCOc1ccc(NC(=O)C(=O)N2CCCCC2)cc1
 : 0.3	13.4	-0.1	-34.9
COc1cc(OC)cc(C(=O)NCCS(=O)(=O)N2CCN(c3ccccc3)CC2)c1
 : -0.5	-2.9	-0.2	13.3
CC(=O)Nc1cc(CNC(C)C2CC2)cc(C(=O)N2CCCC2)c1 (stereo unspecified)
 : 0.2	-10.7	-0.1	-4.4
O=[N+]([O-])c1ccc2nc(CCCc3nc4ccc([N+](=O)[O-])cc4[nH]3)[nH]c2c1
 : -1.0	5.4	-0.3	12.8
CC(C)(C)NC(=O)C1C(=O)NC2(C)CC1c1ccccc1O2 (stereo unspecified)
 : -0.5	6.9	0.0	-0.1
O=C(c1ccccc1)c1ccc(C(=O)N2CCN(c3nc4ccc(F)cc4s3)CC2)cc1
 : 1.8	4.3	-0.1	-2.3
COc1ccc(C(=O)CCC(=O)Nc2ccc(Cl)cc2)cc1
 : 4.5	5.2	0.0	-6.2
O=C(CN1CCOc2ccccc21)NC1CCCCCC1
 : 0.1	-33.7	-0.2	-6.7
CN(C)CCN1C(=O)CC(CC(=O)N2CCCCCC2)(c2ccccc2Cl)C1=O (stereo unspecified)
 : -1.7	-2.9	0.0	-9.2
COc1ccc(CCCC(=O)Nc2ccc(C)cc2)cc1C
 : 2.2	10.6	-0.1	12.6
CN=c1scc(-c2ccccc2Br)n1/N=C/c1ccco1
 : -1.5	21.6	-0.4	2.2
CSc1ccccc1NC(=O)Nc1ccccc1
 : -4.6	8.9	0.0	-22.7
Cc1ccc2nc(C(=O)O)cc(C(=O)O)c2c1
 : 1.9	-4.8	0.0	-7.1
CCOc1cccc2oc(=O)c(C(=O)Nc3cc(C(C)(C)C)on3)cc12
 : -1.1	21.6	0.0	8.9
O=c1oc2ccc(Cl)cc2cc1-c1nnc(Nc2ccccc2F)s1
 : -1.3	6.5	0.3	5.9
NC(=O)c1ccc(NC(=O)CSc2nnc(-c3ccc(Cl)cc3)n2N)cc1
 : 0.2	2.5	0.0	5.5
O=C(CSc1ncccn1)N1CCCC(CNS(=O)(=O)Cc2ccccc2)C1 (stereo unspecified)
 : -0.2	-0.1	0.2	-3.3
Cc1c(C(=O)N(C)Cc2ccccc2)oc2ccc(S(=O)(=O)N3CCCC3)cc12
 : 0.1	9.4	0.0	-4.7
CCC(CO)Nc1ccnc2c(-c3cccc(N)c3)cnn12 (stereo unspecified)
 : 0.7	-18.0	-0.2	-2.9
OC(c1cccnc1)c1ccc2c(c1)CN(Cc1cccs1)CCO2 (stereo unspecified)
 : 0.0	0.4	-0.2	4.7
C/C(=N/NC(=O)c1ccc(O)cc1)c1cccc(N)c1
 : -0.3	-0.7	-0.1	-20.3
C/C(=N/NC(=O)CNC(=O)c1ccccc1O)c1ccc(F)cc1
 : -1.1	12.3	0.0	-1.3
CCc1ccc(NC(=O)CSc2nc3ccccc3n2CC(=O)N2CCCC2)cc1
 : 2.5	-3.2	0.1	15.2
NNC(=O)c1cc(-c2ccc(N)cc2)nc2ccc(Br)cc12
 : 0.2	-7.1	-0.3	3.1
O=C(O)CC(Cc1ccc(Br)cc1)C(=O)NC1CCCCC1 (stereo unspecified)
 : 1.0	-3.1	-0.1	0.6
COc1ccc(CNc2nc(C)c(-c3ccn(C)n3)s2)c(C)c1C
 : -1.4	-13.7	0.7	-3.5
CC(=O)c1cccc(NC(=O)/C(=C/c2cccc([N+](=O)[O-])c2)NC(=O)C2CCCCC2)c1
 : 3.1	-10.3	0.0	11.7
Cc1cccc(NC(=O)c2cc(N3C(=O)c4ccccc4C3=O)ccc2Cl)c1C
 : 0.5	-8.2	-0.1	-12.3
O=C(COc1ccc(Cl)cc1Cl)Nc1nnc(-c2ccc(F)cc2)o1
 : -1.2	8.1	-0.1	10.6
O=C1OC2C(O)C3CC1C2C3 (stereo unspecified)
 : 1.8	8.8	0.4	1.2
CC(C)C(Nc1ncnc2ccccc12)C(=O)O (stereo unspecified)
 : -1.1	3.6	0.2	4.2
CCN(CC)CC(=O)Nc1c(-c2ccccc2)c2cc(Br)ccc2[nH]c1=O
 : 0.9	13.8	1.2	12.8
O=c1cc(N2CCCCCC2)[nH]c(=O)n1-c1ccccc1Cl
 : -1.2	11.2	0.1	6.5
Cc1cccc(N2CN(Cc3ccco3)CNC2=S)c1
 : -0.4	-0.4	-0.1	8.2
CC(=O)c1ccc(NS(=O)(=O)c2cc3c(cc2C)N(C)CCO3)cc1
 : 0.6	15.8	0.8	2.5
CCCN(C)C(=O)c1cnc2scc(-c3ccc(Cl)s3)n2c1=O
 : 1.4	3.2	-0.4	0.8
N#C/C(=C\c1ccc(Br)s1)C(=O)Nc1ccccc1
 : 1.4	1.6	-0.1	-9.8
COc1ccc(CCNC(=O)CCSc2ccccc2)cc1
 : 1.7	-12.9	-0.1	-7.3
COc1ccc(C(=O)NCCn2cc(SCC(N)=O)c3ccccc32)cc1
 : 0.7	4.5	0.0	-2.3
CCCN1Cc2cccc(C(=O)Nc3cc(C(=O)OC)cc(C(=O)OC)c3)c2C1=O
 : 0.7	-5.2	-0.1	3.5
COC(=O)c1ccc(CN2CCOc3ccc(CN4CCC(O)CC4)cc3C2)cc1
 : 0.3	8.4	0.0	5.8

3 entries from above, in markdown.
| SMILES | GPR151 ag | MITF primary | FBW7 activator | TEAD-YAP block |
| --- | --- | --- | --- | --- |
| Cc1cccc(NC(=O)c2cc(N3C(=O)c4ccccc4C3=O)ccc2Cl)c1C | 0.5 | -8.2 | -0.1 | -12.3 |
| O=C(COc1ccc(Cl)cc1Cl)Nc1nnc(-c2ccc(F)cc2)o1 | -1.2 | 8.1 | -0.1 | 10.6 |
| O=C1OC2C(O)C3CC1C2C3 (stereo unspecified) | 1.8 | 8.8 | 0.4 | 1.2 |

Remaining list, next part.
The line under a structure holds: GPR151 ag	MITF primary	FBW7 activator	TEAD-YAP block
Cc1nn(CCNS(=O)(=O)c2ccccc2)c(C)c1Cl
 : -0.3	6.8	0.6	10.3
c1cc(CN2CCOc3ccc(CN4CCCC4)cc3C2)c2nccnc2c1
 : 1.1	14.2	0.2	-17.0
O=C(NCCC(c1ccccc1)c1ccccc1)c1ccc(Br)cc1
 : -0.4	-3.3	0.3	-6.0
COc1cc(C=C(C#N)C#N)ccc1Oc1nc(Cl)ncc1F
 : -0.8	9.6	-0.1	12.4
COCCn1c(SCc2ccc(C(=O)OC)o2)nc2c([nH]c3ccccc32)c1=O
 : 0.7	-4.8	-0.1	-8.0
NC(=O)c1cnn(-c2ccnc(NC(=O)Cc3ccc4c(c3)OCO4)c2)c1
 : -1.6	17.1	-0.2	45.3*
CC(=O)c1cccc(NC(=O)c2cc3nc(C)ccc3o2)c1
 : -2.3	1.2	-0.1	7.0
Cc1ccc(CN2C3=NCCCN3c3ccccc32)cc1
 : 0.4	-5.8	0.0	9.0
CCc1ccc(NC(=O)c2cc3n(n2)C(C(F)(F)F)CC(c2ccc(C)cc2)N3)cc1 (stereo unspecified)
 : -0.9	5.7	0.9	8.5
O=C(Nc1ccc(Br)cc1)c1cccc(Nc2nc(-c3ccccc3)c3cc(Cl)ccc3n2)c1
 : 0.2	9.6	0.2	-5.0
C/C(=N\Nc1nc2c(c(=O)[nH]c(=O)n2C)n1CCC(C)C)c1ccc(Br)cc1
 : 1.4	8.9	0.1	5.7
O=C(NCc1nnc2n1CCN(C(=O)c1cccc(C(F)(F)F)c1)CC2)c1ccncc1
 : 0.1	-3.3	-0.1	-6.1
COc1cc(Nc2cc(C)nc(Nc3cccnc3)n2)cc(OC)c1OC
 : 0.2	23.8	0.1	0.5
O=C(CC1SC(=Nc2ccccc2)NC1=O)Nc1ccc(F)cc1 (stereo unspecified)
 : 0.1	8.2	0.0	4.8
OCc1cn(-c2ccccc2)nc1-c1cc2ccccc2o1
 : 1.9	12.8	0.6	-104.7
COCCCn1c(=O)/c(=C\c2ccc(OC(F)F)cc2)s/c1=C(/C#N)C(N)=O
 : -1.2	2.4	0.6	-0.9
COc1ccc(C(=O)Nc2ccc(C(=O)OC3CCCCC3)cc2)cc1OC
 : -0.1	6.0	0.2	-26.2
NCCCC[C@@H]1NC(=O)[C@@H]2C[C@H](NC(=O)c3cnn(-c4ccccc4)c3C(F)(F)F)CN2C1=O
 : 2.4	-11.7	-0.3	4.8
CC(Oc1ccc(Cl)c2ccccc12)C(=O)NC(N)=O (stereo unspecified)
 : 2.3	15.1	0.0	1.2
COCC(C)NC(=O)c1cc(-c2ccc(Br)cc2)on1 (stereo unspecified)
 : -1.0	5.5	-0.1	-67.7
COc1ccc(NC(=O)c2ccc(C)c(Cl)c2)c(OC)c1
 : 0.5	14.3	0.3	-73.7
CCOc1ccc(C(=O)Oc2ccc(-c3nc4ccc(C)cc4s3)cc2)cc1Br
 : -1.1	17.3	0.1	37.0*
COc1ccc(NC(=O)CSc2nc(-c3ccccc3)cn2-c2ccc(C)cc2)cc1
 : 0.9	-3.2	-0.1	7.7
O=C(CSc1nc2[nH]ncc2c(=O)n1-c1ccccc1)c1ccc(Cl)cc1
 : 0.2	6.9	0.6	9.2
CC(=O)Oc1cc2oc(=O)cc(C)c2cc1Cl
 : 0.3	0.7	0.0	-1.4
COc1ccccc1-n1c(=O)c2ccccc2n2c(=S)[nH]nc12
 : 1.1	8.1	0.0	-0.7
COC(=O)c1cccc(-n2c(C)cc(C=C3C(=O)NC(=O)NC3=O)c2C)c1C
 : -1.6	19.8	-1.0	8.8
CC1=CC(C)=NC2=NN=C(NC(=O)Nc3ccc(Cl)c(Cl)c3)C12 (stereo unspecified)
 : 2.2	-1.4	-0.1	6.6
COc1ccccc1N1CCN(C2CCCN(C(=O)/C=C/c3cccnc3)C2)CC1 (stereo unspecified)
 : 2.5	-4.3	0.1	-16.1
COc1ccc(CNC(=O)C/C(C)=N/NC(=O)c2ccncc2)cc1
 : 0.2	4.0	-0.1	-4.5
COc1ccc(NCN2C(=O)C3CC=CCC3C2=O)cc1 (stereo unspecified)
 : 2.6	-13.1	-0.1	-0.7
CC(C)(C)c1ccc(OCC(=O)NN2Cc3ccccc3C2=N)cc1
 : -0.5	-6.2	0.0	1.6
CC1=NN(c2ccc(Cl)c(Cl)c2)C(=O)/C1=C/c1ccco1
 : -0.1	1.7	0.0	-3.2
Cc1ccc2nc(CN3CCCCC3CO)nc(N3CCSCC3)c2c1 (stereo unspecified)
 : -0.5	7.8	0.3	4.9
CCC1Cc2c(nc(N)c3c(N)nc(N4CCOCC4)c(C#N)c23)O1 (stereo unspecified)
 : 0.7	5.6	0.0	6.0
O=c1[nH]c(-c2ccccc2)ncc1-c1ccccc1
 : 4.1	0.4	0.0	-9.4
COC(=O)c1ccccc1NC(=O)CSc1nc2ccsc2c(=O)n1CCCN1CCCCC1
 : 0.7	11.8	0.3	-7.7
CSCCC(=O)N1CCC2(CCC(CNC(=O)c3ccccc3F)O2)CC1 (stereo unspecified)
 : 2.4	-0.6	-0.2	4.7
COc1ccccc1NC(=O)CSc1nc2c(oc3ccccc32)c(=O)n1Cc1ccc(C)cc1
 : -0.6	12.7	-0.2	-0.2
COc1cccc(NS(=O)(=O)c2cc(C)ccc2OC)c1
 : 0.8	-5.0	-0.1	7.0
